# High-throughput results: PubChem, several laboratories
# bIAP inhibitor: blocks bovine intestinal alkaline phosphatase activity | purified bovine IAP, CDP-star luminescence, 30 min | 190,000 tested, under 10 active | inhibition, % at 20 µM;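 active = over 50% inhibition of intestinal alkaline phosphatase at 20 µM in the single-dose screen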
#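 Assay system: bovine IAP enzyme; medium: DEA buffer 100 mM, pH 9.8, with MgCl2 1.0 mM, ZnCl2 0.02 mM; doses: 20 µM single dose; incubation: enzyme reaction for 30 min at room temperature; detection: CDP-star luminescence signal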
# TR-FRET SRC-2 ct: counter-screen for PPARgamma SRC-2 recruitment agonists: TR-FRET artefact; hits give high values; TR-FRET ratio at 8 µM; hit rate 0.4% among 200,000; AID 1049; in the data active = TR-FRET ratio above about 2000; also: inactives centre near 1500
# HMGR II inh: blocks class II HMG-CoA reductase of Enterococcus faecalis; hit rate 0.41% among 190,000; inhibition, % at 10 µM; purified E. faecalis HMGR, NADPH absorbance 340 nm kinetic;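 active = inhibition above a set limit, the median over all tested compounds plus 3 SD, cut at about 9.5% in these data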;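 also: enzyme runs in reverse so mevalonate oxidation gives rising NADPH absorbance; 0% = complete reaction with DMSO and 100% = background rate lacking mevalonate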
# TNAP act hi DEA: TNAP (human) activation, high acceptor; P05186; purified TNAP, CDP-star luminescence, 1 M DEA, 30 min; hits give high values; 0 = EDTA background, 1 = DMSO-only activity; activation factor at 20 µM; 200,000 tested, under 10 active; AID 1136;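 active = activation factor at least 2 at 20 µM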
# Target sequence (P05186 whole entry, looked up): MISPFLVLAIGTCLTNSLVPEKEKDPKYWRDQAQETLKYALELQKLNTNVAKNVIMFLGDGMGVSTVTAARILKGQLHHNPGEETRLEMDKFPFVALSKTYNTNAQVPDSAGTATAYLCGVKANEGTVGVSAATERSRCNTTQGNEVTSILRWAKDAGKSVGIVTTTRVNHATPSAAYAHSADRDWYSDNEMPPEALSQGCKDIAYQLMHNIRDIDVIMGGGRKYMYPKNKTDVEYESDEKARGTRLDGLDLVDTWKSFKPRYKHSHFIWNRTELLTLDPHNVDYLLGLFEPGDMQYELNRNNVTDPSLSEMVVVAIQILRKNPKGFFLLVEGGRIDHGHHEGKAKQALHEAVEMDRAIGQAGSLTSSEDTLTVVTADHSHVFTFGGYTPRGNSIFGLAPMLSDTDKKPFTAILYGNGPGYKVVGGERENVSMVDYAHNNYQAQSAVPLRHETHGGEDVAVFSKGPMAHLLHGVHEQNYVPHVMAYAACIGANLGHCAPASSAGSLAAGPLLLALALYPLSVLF
#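 Measured by: Luminescent substrate turnover signal | Test system: Human TNAP | Input: TNAP 1/800 final | Dosing: 20 µM single point | Schedule: 30 min, room temperature | Controls: EDTA wells as negative control, DMSO wells as positive control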
# PPARg SRC-3 ag: promotes SRC-3 coactivator recruitment by human PPARgamma | biochemical PPARgamma/SRC-3 coactivator recruitment assay | hit rate 0.26% among 200,000 | activation, % at 8 µM | AID 731; in the data active = activation above about 23%;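 also: 0% = DMSO and 100% = reference agonist; some compounds past the cut are filed as inactive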
# Target sequence (P37231 whole entry, looked up): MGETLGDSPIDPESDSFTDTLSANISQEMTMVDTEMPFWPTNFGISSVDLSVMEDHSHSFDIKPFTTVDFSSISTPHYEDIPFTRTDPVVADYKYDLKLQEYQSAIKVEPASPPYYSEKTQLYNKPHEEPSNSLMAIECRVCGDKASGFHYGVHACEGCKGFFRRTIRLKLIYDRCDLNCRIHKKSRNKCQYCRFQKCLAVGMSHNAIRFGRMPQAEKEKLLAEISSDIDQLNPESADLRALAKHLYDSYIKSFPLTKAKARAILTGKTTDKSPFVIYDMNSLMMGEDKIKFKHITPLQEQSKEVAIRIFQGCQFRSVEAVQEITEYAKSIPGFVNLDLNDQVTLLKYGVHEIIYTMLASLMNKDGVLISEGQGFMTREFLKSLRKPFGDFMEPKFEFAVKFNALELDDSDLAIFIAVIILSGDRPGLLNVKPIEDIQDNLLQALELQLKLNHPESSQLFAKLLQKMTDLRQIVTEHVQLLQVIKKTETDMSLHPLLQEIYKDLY
# PPARg SRC1 recr: promotes SRC-1 coactivator recruitment by human PPARgamma. P37231. PPARgamma-SRC-1 coactivator recruitment biochemical assay. hit rate 0.41% among 200,000. activation, % at 8 µM; in the data active = activation above about 19%;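 also: 0% = DMSO and 100% = reference agonist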
# bIAP activator: increases bovine intestinal alkaline phosphatase activity | purified bovine IAP, CDP-star luminescence, 30 min; hits give high values; fold of DMSO-control signal, blank-subtracted | activation factor at 20 µM | hit rate 0.17% among 200,000 | AID 1016;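 active = activation factor of 2 or more at 20 µM, a signal rise over negative controls twice the positive control's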
# TNAP inh no acc: inhibitors of human TNAP without phosphate acceptor | P05186 | purified TNAP, CDP-star luminescence, 30 min | inhibition, % at 20 µM | hit rate 0.26% among 200,000 | AID 1012;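 active = tissue-nonspecific alkaline phosphatase inhibition above about 50% at 20 µM in the single-dose screen, limit read from the data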;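 also: 0% = DMSO negative control and 100% = EDTA positive control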
# TNAP inh hiacc: TNAP (human) inhibition, high acceptor. purified TNAP, CDP-star luminescence, 1 M DEA. inhibition, % at 20 µM. P05186. AID 1135. hit rate 0.03% among 200,000;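 active = over 50% inhibition of tissue-nonspecific alkaline phosphatase at 20 µM in the single-dose screen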;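 also: plate controls were DMSO wells for no effect and EDTA-quenched wells as full inhibition for full effect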
# PPARg SRC2 recr: promotes SRC-2 coactivator recruitment by human PPARgamma | PPARgamma LBD-SRC-2 recruitment, biochemical | activation, % at 8 µM | hit rate 0.34% among 200,000; in the data active = activation above about 22%;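 also: 0% = vehicle and 100% = reference agonist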
# Active calls of the source: *; . = not tested or not shown; & = joins results of further samples. An unsorted share of the library; overall some 1.6% were active at least once.
SMILES,bIAP inhibitor,TR-FRET SRC-2 ct,HMGR II inh,TNAP act hi DEA,PPARg SRC-3 ag,PPARg SRC1 recr,bIAP activator,TNAP inh no acc,TNAP inh hiacc,PPARg SRC2 recr
COC(=O)C1=C(C)NC(=O)/C1=C\c1ccco1,11,1485,0,1,9,4,0.9,9,1,15
O=C(NCc1ccco1)C1CCCN(S(=O)(=O)c2ccc(-n3cnnn3)cc2)C1 (stereo not given),0,1814,-6,1.1,2,0,1,0,-10,2
CCC(=O)NC(=S)Nc1ccc(N2CCN(C(=O)c3ccc(Cl)cc3)CC2)cc1,-8,1575,1,1,-1,0,1.1,-4,-1,-2
CCOC(=O)c1[nH]c2cc3c(cc2c1NC(=O)CN1CCC2(CC1)OCCO2)OCO3,4,1598,6,1,3,3,1,-7,-1,0
CSCCC(NC(=O)c1ccc(C)o1)C(=O)O (stereo not given),8,1797,-7,1,-1,3,0.9,-7,-5,5
CCOc1ccc(-n2c(SCc3cc(=O)oc4cc(C)ccc34)nnc2-c2cccnc2)cc1,19,1503,-3,1,-5,-8,0.8,-18,-3,7
CCN(CC)C1CCN(C(=O)CCc2nnc(CCc3ccccc3)o2)C1 (stereo not given),3,1431,0,1,0,9,1,-7,-4,-2
CC1=C(C)CC(C(=O)Nc2nc(-c3ccc(C)cc3C)c(C)s2)C(C(=O)O)C1 (stereo not given),-3,1692,1,1,2,5,1,-5,3,-4
COc1ccc(C(=O)NCCc2cc3c(OC)ccc(OC)c3[nH]c2=O)cc1OC,-10,1483,2,1,2,-4,1.1,-8,-4,-3
Cc1cccc(NC(=O)c2cc(NC(=O)c3ccccc3)ccc2N2CCCCC2)c1,3,1611,-6,1,3,6,1,-9,-4,4
COc1ccc(C(=O)c2ccccc2)cc1Br,18,1766,.,1,5,-4,0.8,-5,-2,12
CCCOc1ccccc1Nc1nnc(C)c(=O)[nH]1,14,1436,-3,1.1,-3,1,0.9,-13,-7,2
CC(C)(C)NC(=O)N1CCCC(C(=O)c2cccc(Cl)c2)C1 (stereo not given),0,1617,-1,1,3,13,1,-1,0,7
Cn1nnnc1SCCNCc1ccccc1OCc1ccccc1Cl,1,1515,-2,1,5,9,1,-16,-2,4
Cc1nn(C)cc1CNC(=O)CCC(=O)O,-6,1567,1,1,-5,-4,1.1,0,-4,6
O=C(COc1ncnc2ccccc12)Nc1ccccc1[N+](=O)[O-],-22,1566,-5,1,0,14,1.2,-9,-3,5
COCCNC(=O)C1CCCN(c2nn3c(=O)cc(C)nc3s2)C1 (stereo not given),3,1413,-1,0.9,-2,1,1,-4,6,0
COc1ccc2nc(C)c(C(N)=O)cc2c1,9,1305,-3,1.1,4,0,0.9,-8,-7,-2
CCCN(CC(=O)Nc1ccc(F)c(F)c1F)CC(=O)Nc1c(Cl)cccc1Cl,-26,1499,-8,1.1,-1,-1,1.3,-14,-9,0
Cc1ccc(Cn2c(=O)n(Cc3ccco3)c(=O)c3ccccc32)cc1,-17,1632,-9,1,4,8,1.2,-4,3,-2
O=C(Nc1ccc(Cl)cc1)c1cccs1,6,1639,-3,1.1,7,6,0.9,-9,-5,9
NC(=O)c1oc2ccccc2c1NC(=O)C1COc2ccccc2O1 (stereo not given),-1,1612,-4,1.1,0,-4,1,-8,-8,-7
COc1ccc(NC(=S)N/N=C/c2cccn2Cc2ccc(F)cc2Cl)cc1,2,1543,0,1,1,3,1,-5,2,-3
COc1ccccc1C(=O)Nc1cc2cc(Cl)ccc2oc1=O,-1,1518,4,1,6,5,1,-9,-2,4
COc1ccc2cc(CN(CC3CCCO3)S(=O)(=O)c3ccccc3Cl)c(=O)[nH]c2c1 (stereo not given),-1,1576,-1,1,-5,1,1,-11,1,6

# (listing goes on)
SMILES,bIAP inhibitor,TR-FRET SRC-2 ct,HMGR II inh,TNAP act hi DEA,PPARg SRC-3 ag,PPARg SRC1 recr,bIAP activator,TNAP inh no acc,TNAP inh hiacc,PPARg SRC2 recr
CCOC(=O)CSc1nc2ccccc2c(=O)n1C,4,1450,0,1,7,-6,1,-9,-2,-1
COc1ccc(NC(=O)CN(c2ccc([N+](=O)[O-])cc2)S(=O)(=O)c2ccccc2)cc1,10,1558,1,1,2,-10,0.9,-24,-4,-8
Clc1ccc2ncc(-c3nnnn3-c3ccccc3)c(-c3ccccc3)c2c1,-2,1611,-1,1,-4,-2,1,7,0,15
O=C(O)CCC(=O)CCC(=O)c1ccc(Cl)cc1,3,1541,-7,1.1,-3,4,1,-10,-5,4
CCOc1ccccc1C(=O)Nc1cc(C(=O)NCCc2ccccc2)ccc1Cl,7,1541,-4,1,4,1,0.9,-8,-1,12
COCCN=C1Sc2nc3cc4c(cc3cc2CN1CC1CCCO1)OCO4 (stereo not given),3,1518,-1,1.1,6,5,1,-4,-9,7
CCOC(=O)c1cc2c(C)n(-c3ccc(OCC)cc3)c(C)c2ccc1=O,6,1638,-3,1,7,-1,0.9,-5,0,-1
Cc1ccc(NC(=O)CSc2ccc(C(N)=O)cc2[N+](=O)[O-])cc1,.,1631,2,1,-1,4,0.2,-4,1,4
O=S(=O)(c1cccc(S(=O)(=O)N2CCC(Cc3ccccc3)CC2)c1)N1CCOCC1,-11,1634,-3,1,7,3,1.1,-5,1,14
COc1ccc(C(=O)COc2ccccc2C(N)=O)cc1,-3,1537,-3,1.1,1,4,1,-11,-5,4
O=C(C1CCCCC1)N1CCN(c2ncccn2)CC1,6,1603,2,1.1,2,7,0.9,-10,-7,-3
C=CCNc1nc2ccccc2nc1NS(=O)(=O)c1cccs1,5,1467,-2,1.1,4,4,0.9,-8,-10,0
COc1ccc2c3c(c(=O)oc2c1OCC(=O)O)CCCC3,10,1640,-10,1,-1,3,0.9,-11,-3,1
CCOC(=O)C1CCCN(CCCc2ccccc2)C1 (stereo not given),-8&4,1593&1457,-6&-3,1.1&1,2&-1,10&5,1.1&1,23&-10,-6&-4,-3&2
O=C(C1CC1)N1CCc2cc(S(=O)(=O)N3CCCc4ccccc43)ccc21,1,1406,1,1,0,-1,1,-6,-1,4
CCOC(=O)c1[nH]c(C)c(CCC(=O)O)c1C,6&1,1614&1512,-3&-1,1.1&1,18&8,4&-1,0.9&1,-1&-7,-6&-2,13&4
Cc1cc(C)n(-c2nnc(NC(C)(C)C)nn2)n1,27,1659,-5,1,0,4,0.7,-3,2,0
COc1cc(C2NC(=O)NC(C)=C2C(=O)NCc2ccccc2)c(Cl)cc1O (stereo not given),6,1430,-2,1,-6,-4,0.9,-15,-3,5
Cc1ccc(Cn2ccc(=O)c(Cc3c(Cl)cccc3Cl)c2C)cc1,-4,1587,6,1.1,-2,-4,1,-10,-5,-3
CC1=CS/C(=C(/C#N)C(=O)N2CCCCC2)N1c1ccccc1,4,1532,-5,1,-3,-6,1,1,0,-16
O=C(C1CCN(Cc2cc(Cl)ccc2O)CC1)N1CCN(Cc2ccccc2)CC1,-2,1667,-1,1.1,7,12,1,-10,-6,2
Cc1cc(C)c2cc(C(O)c3nnnn3Cc3ccccc3)c(=O)[nH]c2c1 (stereo not given),9,1581,-7,1.1,10,14,0.9,-8,-6,8
COc1ccc(/C=C/C(=O)N2CCC(C(N)=O)CC2)cc1S(=O)(=O)N1CCOCC1,-9,1393,-3,1.1,2,-8,1.1,-6,-6,1
CCn1c(=O)c([N+](=O)[O-])c(NCC(O)c2ccccc2)c2ccccc21 (stereo not given),-2,1511,-4,1,-3,-7,1,-6,2,0
O=C(c1ccc(NC2=NC3CS(=O)(=O)CC3S2)cc1)N1CCN(Cc2ccccc2)CC1 (stereo not given),2,1440,1,1.1,-7,-6,1,-5,-6,-9

# Record cards, from the list above:
# CCOC(=O)c1cc2c(C)n(-c3ccc(OCC)cc3)c(C)c2ccc1=O across the screens: bIAP inhibitor: 6; TR-FRET SRC-2 ct: 1638; HMGR II inh: -3; TNAP act hi DEA: 1; PPARg SRC-3 ag: 7; PPARg SRC1 recr: -1; bIAP activator: 0.9; TNAP inh no acc: -5; TNAP inh hiacc: 0; PPARg SRC2 recr: -1
# CCOC(=O)c1[nH]c(C)c(CCC(=O)O)c1C across the screens: bIAP inhibitor: 6&1; TR-FRET SRC-2 ct: 1614&1512; HMGR II inh: -3&-1; TNAP act hi DEA: 1.1&1; PPARg SRC-3 ag: 18&8; PPARg SRC1 recr: 4&-1; bIAP activator: 0.9&1; TNAP inh no acc: -1&-7; TNAP inh hiacc: -6&-2; PPARg SRC2 recr: 13&4
# O=C(C1CCCCC1)N1CCN(c2ncccn2)CC1 across the screens: bIAP inhibitor: 6; TR-FRET SRC-2 ct: 1603; HMGR II inh: 2; TNAP act hi DEA: 1.1; PPARg SRC-3 ag: 2; PPARg SRC1 recr: 7; bIAP activator: 0.9; TNAP inh no acc: -10; TNAP inh hiacc: -7; PPARg SRC2 recr: -3

# Some of these compounds in order of SMILES length, smallest number first.
SMILES,bIAP inhibitor,TR-FRET SRC-2 ct,HMGR II inh,TNAP act hi DEA,PPARg SRC-3 ag,PPARg SRC1 recr,bIAP activator,TNAP inh no acc,TNAP inh hiacc,PPARg SRC2 recr
Cc1ccc(Cn2ccc(=O)c(Cc3c(Cl)cccc3Cl)c2C)cc1,-4,1587,6,1.1,-2,-4,1,-10,-5,-3
CCOC(=O)c1cc2c(C)n(-c3ccc(OCC)cc3)c(C)c2ccc1=O,6,1638,-3,1,7,-1,0.9,-5,0,-1
Cc1cc(C)c2cc(C(O)c3nnnn3Cc3ccccc3)c(=O)[nH]c2c1 (stereo not given),9,1581,-7,1.1,10,14,0.9,-8,-6,8

# Other records
SMILES,bIAP inhibitor,TR-FRET SRC-2 ct,HMGR II inh,TNAP act hi DEA,PPARg SRC-3 ag,PPARg SRC1 recr,bIAP activator,TNAP inh no acc,TNAP inh hiacc,PPARg SRC2 recr
O=C1C2CC=CCC2C(=O)N1CC1CCCO1 (stereo not given),2,1475,-3,1,4,5,1,-10,-2,9
COc1ccc(NC(=O)C2CSC3c4ccccc4C(=O)N23)cc1 (stereo not given),9,1390,2,1,-10,2,0.9,-18,0,-6
COc1ccc(CN2CCN(CCC(C)C)C(CCO)C2)cc1Cn1cccn1 (stereo not given),-3,1430,-17,1,-1,2,1,-3,0,3
CCCOC(=O)NC(CC)COC(=O)Nc1cc(C)ccc1C (stereo not given),9,1568,0,1,-11,-6,0.9,-6,2,1
Cn1nccc1C(=O)Nc1ccn(C23CC4CC(CC(C4)C2)C3)n1,-4,1480,0,1,0,-2,1,-6,-3,-5
COC(=O)CNc1ccc2c(c1)OCO2,6,1694,-10,1,4,6,0.9,-3,4,6
Cc1sc(/C=C2\C(=O)ON=C2c2ccccc2)cc1Br,10,1588,0,1,1,4,0.9,-4,0,1
COCCNC(=O)C1CC(c2cccc([N+](=O)[O-])c2)=NO1 (stereo not given),1,1472,0,1,13,-6,1,0,-1,-4
COc1ccc(F)cc1S(=O)(=O)Nc1ccc(C)cc1,-3,1638,-4,1,11,8,1,-10,-4,2

# At a glance, 3 of the compounds above:
SMILES,bIAP inhibitor,TR-FRET SRC-2 ct,HMGR II inh,TNAP act hi DEA,PPARg SRC-3 ag,PPARg SRC1 recr,bIAP activator,TNAP inh no acc,TNAP inh hiacc,PPARg SRC2 recr
O=C1C2CC=CCC2C(=O)N1CC1CCCO1 (stereo not given),2,1475,-3,1,4,5,1,-10,-2,9
COc1ccc(NC(=O)C2CSC3c4ccccc4C(=O)N23)cc1 (stereo not given),9,1390,2,1,-10,2,0.9,-18,0,-6
COc1ccc(CN2CCN(CCC(C)C)C(CCO)C2)cc1Cn1cccn1 (stereo not given),-3,1430,-17,1,-1,2,1,-3,0,3
